EPAC1 antagonist: EPAC1 (human) antagonism; O95398; EPAC1 GEF assay, Rap1b-BODIPY-GDP exchange fluorescence; Potency, µM (titrated, usually from 115 µM), without a hit: top-dose activity change, negative = inhibition, hits mostly inhibitors; 360,000 compounds, 0.14% hits; AID 720709;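 note: potency is the fitted concentration of half-maximal effect; plate controls were vehicle for no effect and positive control for full effect; nearly all actives have a fitted effect of over 50% in size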
Target sequence (O95398 whole entry, looked up): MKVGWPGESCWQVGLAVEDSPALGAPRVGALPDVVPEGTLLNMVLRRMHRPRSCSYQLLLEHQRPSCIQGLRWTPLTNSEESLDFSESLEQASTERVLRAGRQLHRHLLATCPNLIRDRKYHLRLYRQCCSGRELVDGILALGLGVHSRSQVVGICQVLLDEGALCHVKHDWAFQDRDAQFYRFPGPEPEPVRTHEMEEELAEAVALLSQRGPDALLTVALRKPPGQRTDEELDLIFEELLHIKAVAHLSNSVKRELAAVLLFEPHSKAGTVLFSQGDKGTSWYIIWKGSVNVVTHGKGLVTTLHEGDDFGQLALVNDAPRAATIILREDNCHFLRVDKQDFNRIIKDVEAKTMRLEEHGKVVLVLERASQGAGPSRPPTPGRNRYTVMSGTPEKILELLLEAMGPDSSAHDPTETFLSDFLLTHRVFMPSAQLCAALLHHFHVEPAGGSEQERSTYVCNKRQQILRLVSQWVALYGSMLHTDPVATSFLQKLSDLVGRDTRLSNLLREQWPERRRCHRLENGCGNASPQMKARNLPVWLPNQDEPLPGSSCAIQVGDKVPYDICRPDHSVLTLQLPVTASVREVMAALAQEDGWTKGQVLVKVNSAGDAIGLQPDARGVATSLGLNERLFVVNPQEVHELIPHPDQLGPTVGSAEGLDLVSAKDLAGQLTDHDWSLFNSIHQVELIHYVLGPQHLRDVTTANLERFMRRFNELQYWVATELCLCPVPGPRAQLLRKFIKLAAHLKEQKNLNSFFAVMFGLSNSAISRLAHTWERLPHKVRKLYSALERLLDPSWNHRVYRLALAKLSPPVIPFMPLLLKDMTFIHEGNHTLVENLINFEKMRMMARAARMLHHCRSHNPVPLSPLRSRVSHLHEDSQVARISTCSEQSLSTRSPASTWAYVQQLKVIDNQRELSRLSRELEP
PLK1 PBD inh: PLK1 (human) polo-box domain binding inhibition; Potency, µM, inactives show max response, negative = inhibition, usual class: inhibitors; Plk1 PBD binding of FITC phosphopeptide, fluorescence polarization; AID 720504; P53350; 360,000 compounds, 2.8% hits; note: potency is the fitted concentration of half-maximal effect; series mostly up to about 57 µM; % is set by controls: 0 for no effect and ±100 for the full control effect; nearly all actives have a fitted effect of over 65% in size
PI5P4Ka inh: inhibitors of human PI5P4K alpha | AID 652105 | PI5P4Kalpha enzyme, ADP-Glo luminescence, 60 min; active compounds read low | 330,000 compounds, 1.2% hits | max response, %; active = max response of -50% or lower; inconclusive = between -30% and -50%; inactive = -30% or higher; note: value at the top dose of about 77 µM; % is set by controls: 0 for no effect and ±100 for the full control effect
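PI5P4Kalpha ADP-Glo assay; 5 microM ATP final; 60 min RT reaction; HEPES pH 7.4/EGTA/CHAPS, 5% DMSO; controls lacking substrate or enzyme; luminescent end-point.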
Abeta yeast res: restores growth of yeast expressing A-beta42 peptide; yeast expressing A-beta42, growth rescue, OD600, 48 h; response scale: 0% DMSO, 100% iron-clioquinol control; Potency, µM (top dose mostly 46.1 µM), inactives show at the top dose growth rescue, actives largely listed as activators; 410,000 compounds, 0.063% hits; note: potency is the fitted concentration of half-maximal effect; nearly all actives have a fitted effect of over 55% in size
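Yeast A-beta toxicity model in growth medium with pinned compounds, 48 h at 30 C; growth read as absorbance at 600 nm. Normalized to FeCl3/clioquinol equimolar mix (positive) and DMSO (negative).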
IL2 activator: activators of IL-2; IL-2 activation reporter assay, cell-based qHTS; stimulated with anti-CD3/CD4/CD28 beads; in transgenic mouse T cells; activation, % (series mostly up to about 46 µM); 360,000 compounds, 0.065% hits; AID 652025; in the data active = activation above about 50%; inconclusive = mostly about 30% to 49%; note: 0% is about no effect
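Unstimulated transgenic mouse T cells preincubated 60 min with compound, then stimulated with anti-CD3/anti-CD4-coated beads plus anti-CD28 for 18 h at 37 degrees C. IL-2 response read as EGFP and DsRed fluorescence by plate cytometry.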
FUS yeast rescue: FUS proteinopathy suppression in yeast; S. cerevisiae FUS-expressing, growth rescue, OD600, 24 h; Potency, µM (highest dose often 76.6 µM), for the others: at the highest dose growth rescue (activation), actives largely listed as activators; 390,000 compounds, 0.24% hits;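 note: potency is the fitted concentration of half-maximal effect; plate controls were DMSO vehicle for no effect and reference control for full effect; nearly all actives have a fitted effect of over 55% in size; some results filed as inactive show a strong effect at the top dose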
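Read-out: OD at 600 nm after 24hr at 30C, reporting rescue of FUS-induced yeast toxicity. Cells at OD 0.005 in galactose (2%) minimal medium; compounds tested in a dilution series; CP55940 titration from 92uM final as control.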
WRN inhibitor: WRN helicase (human) inhibition | WRN helicase unwinding, fluorescent forked duplex, kinetic | Potency, µM (titrated, usually from 114 µM), for inactives: at the highest dose activity change, negative = inhibition, hits mostly inhibitors | 360,000 compounds, 0.46% hits; note: potency is the fitted concentration of half-maximal effect; % is set by controls: 0 for no effect and ±100 for the full control effect; nearly all actives have a fitted effect of over 55% in size
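Kinetic red-fluorescence monitoring (525/598 nm) tracks WRN helicase activity after 100 nM fluorophore-quencher forked duplex and 2 mM ATP are added to 20 nM enzyme pretreated 15 min at room temperature with compound.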
EPAC1 agonist: agonists of human EPAC1. 360,000 compounds, 0.073% hits. AID 720707. O95398. EPAC1 agonist qHTS, biochemical assay; response scale: 100% = response to 6.5 mM cAMP. Potency, µM (doses to about 154 µM), inactives show at the top dose activation, actives largely listed as activators; note: potency is the fitted concentration of half-maximal effect; nearly all actives have a fitted effect of over 60% in size
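Multi-concentration qHTS readout: loss of Rap1B-bound BODIPY-GDP fluorescence driven by 100 nM EPAC1 with excess GDP (50 uM), monitored kinetically at room temperature; agonist response expressed relative to 6.5 mM cAMP.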
* marks the source's active call; other numbers are inactive results; ? = inconclusive; nt = not tested or not shown; & = joins results of further samples; [ ] = remark or other dose. Unless noted, calls come from the whole dose curve; as a rule, active = well fitted curve in the direction sought with a large enough effect; inconclusive = small, poorly fitted or top-dose-only effect, or another doubt; inactive = no such curve, though single readings can be large; an effect the other way counts as inactive or inconclusive.

SMILES | EPAC1 antagonist | PLK1 PBD inh | PI5P4Ka inh | Abeta yeast res | IL2 activator | FUS yeast rescue | WRN inhibitor | EPAC1 agonist
CCOc1ncccc1C(=O)OCC(=O)N1CCN(S(=O)(=O)c2ccccc2)CC1 | 5% | -9% | -2 | 5% | -1.2 | 3% | 1% | -3%
Cc1ccccc1C(=O)Nc1ccc2c(c1)OCCO2 | -4% | -13% | -9 | -13% | 0.1 | -10% | -3% | -2%
C/C(=N\NC(=O)c1cccc(Cl)c1)c1cccc(NC(=O)C(C)C)c1 | -7% | -9% | -6 | -11% | -2.6 | 37% | 7%[57.1 µM] | -3%
COc1ccc(S(=O)(=O)NNC(=O)Nc2ccc(F)cc2F)c(OC)c1 | 6% | -16% | -2 | -5% | 0.0 | 8% | -32% | -29%
CCCn1nc(C(=O)Nc2ccc(S(=O)(=O)Nc3nccs3)cc2)c2ccccc2c1=O | -18% | -12% | -26 | 6% | 0.5 | ? | -31% | 24%
CNS(=O)(=O)c1cccc(C(=O)OCC(=O)N2c3ccccc3NC(=O)C2(C)C)c1 | -1% | -15% | ? | -8% | 1.1 | 7% | -13% | 2%
COc1ccc(/C=N/NC(=O)c2ccccc2OC)cc1COc1ccccc1[N+](=O)[O-] | 0% | -7% | -12 | 13% | -4.8 | ? | ? | 9%
CCOc1ccccc1CN1CCN(CC2CC2)CC1CCO (centres undefined) | -3% | -13% | -6 | 2% | -2.5 | -20% | 18% | 0%
CCC(C)(C)NC(=O)CN(C(=O)CCC(=O)Nc1nccs1)c1cccc(C)c1C | -5% | -12% | 8 | -1% | -0.4 | 11% | -12% | -15%
COc1ccc(C(=O)NCC(=O)N2CCN(c3ccc(Cl)cc3)CC2)cc1 | -9% | -6% | -5 | 4% | 1.0 | 8% | 18% | 2%
CCOC(=O)C1=CN(C)C=C(C(=O)OCC)C1c1ccsc1 | 2% | -3% | -10 | 1% | 0.5 | 21% | 3% | 5%
COC(=O)Cn1cnc2c(nnn2-c2ccc(OC)cc2)c1=O | 15% | -7% | 1 | -10% | -1.9 | -46% | -8% | 1%
COc1ccc(-c2cc3nc(-c4ccccc4)cc(N4CCN(C(=O)c5ccoc5)CC4)n3n2)cc1 | -9% | 0% | 0 | 9% | -2.0 | ? | -6% | 5%
C#CCOCCOCCOCCNc1nc(N2CCN(C(=O)[C@H](CCCCN)n3cc([C@@H](N)CC(C)C)nn3)CC2)nc(N2CCN(C(=O)[C@H](Cc3cc4ccccc4[nH]3)n3cc([C@@H](N)Cc4ccc(O)cc4)nn3)CC2)n1 | -5% | -5% | -29 | 5% | 0.8 | 11% | ? | -1%
Nc1nc2ccc(Cl)cc2cc1C(=O)NCCCN1CCOCC1 | -13% | -2% | -4 | -10% | -0.3 | 0% | -2% | -9%
Cc1ccc(S(=O)(=O)N2CCOC23CCN(C(=O)c2ccc(Cl)cc2Cl)CC3)cc1 | -11% | 1% | -7 | -11% | -0.8 | ? | -2% | -8%
O=C(NCCNC(=O)c1cc(OCC(F)(F)F)ccc1OCC(F)(F)F)Nc1cccc(C(F)(F)F)c1 | ? | 2% | nt | 16% | 0.5 | 34% | -13% | -6%
NC(=O)c1oc2ccccc2c1NC(=O)c1ccccc1 | -10% | -11% | 2 | -2% | -2.5 | 13% | -17% | 1%
O=C(NCCc1ccccc1)C1CCN(C(=O)N2CCOc3ccccc32)CC1 | 5% | -13% | 0 | 9% | 2.5 | -3% | 6% | 4%
Cc1ccc(C)c(S(=O)(=O)NCCCn2ccnc2)c1 | -15% | 0% | -2 | -10% | -2.6 | -1% | 8% | -1%
COc1ccc(CNC(=O)COC(=O)C2=COCCO2)cc1 | -13% | -4% | -3 | -2% | 2.9 | 12% | 8% | -18%
NC(=O)C1=C[C@@H](C2CCCCC2)C[C@@H](OCCCCO)O1 | -25% | -3% | 3 | -11% | -0.2 | -27% | 9% | -12%
CC(C)CC(NC(N)=O)C(=O)Nc1ccc2c(c1)OCO2 (centres undefined) | -8% | -13% | -24 | 3% | 1.6 | 8% | 10% | -5%
Cc1cc(O)c2c(c1)C(=O)[C@@]13Oc4c5c(c(O)c6c(O)cc(C)cc46)C(=O)C[C@H](O)[C@H]5[C@@H]1[C@@H](O)CC(=O)C3=C2O | -15% | 3.4µM* | ? | -25% | -0.3 | 5% | -16% | -9%
O=C(Cc1ccccc1)Nc1ccc(NC(=O)c2cccs2)cc1 | -4% | -4% | -1 | 16% | -0.7 | 11% | -16% | 4%
COc1ccc(-c2csc(C)n2)cc1 | 6% | -1% | 0 | 14% | -2.8 | 6% | -7% | -4%
Cc1cccc(C)c1NC(=O)NCCSc1snnc1C | -9% | -8% | 2 | 13% | -2.0 | 18% | -3% | -4%
CC(=O)N1CCN(C(=O)COC(=O)c2oc3ccccc3c2C)CC1 | 2% | -3% | -6 | -1% | 1.4 | -5% | -5% | 3%
COc1cc(NC(=S)NC(=O)c2cccs2)ccc1NC(=O)C(C)C | ? | -6% | 1 | -10% | -1.6 | -2% | -5% | 9%
CCOc1ccc(-c2nc3ccccc3c(=O)o2)cc1 | -19% | -7% | 4 | -7%&-9% | -1.6 | 5%&0% | -7% | 2%
CC(=O)/C=C\c1cn(-c2ncc(C(F)(F)F)cc2Cl)c2ccccc12 | -11% | -3% | 4 | 3%[9.22 µM] | -4.3 | 9% | -18% | 7%
Cc1ccc(S(=O)(=O)N(C)C)cc1-n1c(SCC(=O)Nc2ccc(F)cc2)nc2ccccc2c1=O | 2% | -7% | -4 | 1% | 0.1 | 44% | -6% | 16%
Cc1csc(NC(=O)CSc2nc3[nH]c(=O)cc(O)c3s2)n1 | -4% | -7% | -13 | -2% | -1.5 | 1% | -5% | 7%
COCCC1CCCCN1C(=O)c1ccc(OC)c(OC2CCN(C(C)=O)CC2)c1 (centres undefined) | 8% | 1% | -3 | 10% | -2.7 | -5% | 1% | -1%
Clc1ccc2nsnc2c1NC1=NCCN1 | -8%&-3% | 1%&-6% | 0&-2 | -12%&-9% | -0.6&-0.4 | -26%&-22% | 0%&0% | -2%&15%
O=C(COc1ccc(Br)cc1)NN1C(=O)c2ccccc2C1=O | -5% | -5% | 3 | -19% | 3.7 | -15% | -8% | 4%
CCN(CC)Cc1csc2ccc(Br)cc12 | 8% | -1% | -3 | -6% | -0.3 | -4% | -12% | 9%
COc1cccc(/C=N/Nc2nccnc2Cl)c1O | 7% | -2% | -20 | ? | 0.2 | 20% | -9% | 5%
Cc1ccc(S(=O)(=O)N2CCOCC2)cc1C(=O)NC(=S)N1CC(C)CC(C)C1 (centres undefined) | -5% | -8% | 3 | 10% | -3.6 | 11% | -5% | 4%
COc1ccccc1CC(=O)N(CCC#N)CCC#N | 6% | ? | -1 | 13% | 2.9 | -2% | 2% | -3%

A draw from above in order of formula weight, lowest first:
SMILES | EPAC1 antagonist | PLK1 PBD inh | PI5P4Ka inh | Abeta yeast res | IL2 activator | FUS yeast rescue | WRN inhibitor | EPAC1 agonist
Clc1ccc2nsnc2c1NC1=NCCN1 | -8%&-3% | 1%&-6% | 0&-2 | -12%&-9% | -0.6&-0.4 | -26%&-22% | 0%&0% | -2%&15%
COCCC1CCCCN1C(=O)c1ccc(OC)c(OC2CCN(C(C)=O)CC2)c1 (centres undefined) | 8% | 1% | -3 | 10% | -2.7 | -5% | 1% | -1%
Cc1ccc(S(=O)(=O)N2CCOCC2)cc1C(=O)NC(=S)N1CC(C)CC(C)C1 (centres undefined) | -5% | -8% | 3 | 10% | -3.6 | 11% | -5% | 4%

More compounds
SMILES | EPAC1 antagonist | PLK1 PBD inh | PI5P4Ka inh | Abeta yeast res | IL2 activator | FUS yeast rescue | WRN inhibitor | EPAC1 agonist
CCOC(=O)c1sc(NC(=O)CSCc2c(C)noc2C)nc1C | 6% | -4% | -1 | 8% | -0.3 | 8% | -3% | -6%
CC(=O)Nc1ccc(-c2csc(NC(=O)CN3C(=O)NC4(CCCC4)C3=O)n2)cc1 | 1% | -12% | -24 | 10% | -0.9 | 28% | -15% | 2%
COc1ccc(C2(CN(C(C)=O)C(C)=O)CCCC2)cc1OC | 9% | -4% | 9 | 0% | -0.4 | -15% | 7% | -3%
Cc1cc(C(=O)OCC(=O)NCCCN2CCCC2=O)c2ccccc2n1 | 9% | -1% | nt | -7% | -1.2 | 19% | 1% | 0%
Cc1cccc(C)c1NC(=O)Cn1nnc(-c2ccc(CN3CCC(C)CC3)cc2)n1 | -4% | -6% | -5 | -13% | -0.8 | -4% | 15% | -8%
COc1cccc(-c2ccc(NC(=O)C3CCCN(Cc4cnc(C)n4C)C3)cc2)c1 (centres undefined) | -5% | 0% | 5 | 2% | -2.2 | nt | -14% | 1%
Fc1ccc(C2=NN(c3ccccc3)C(c3ccco3)C2)cc1 (centres undefined) | 7% | -4% | -1 | 4% | -0.5 | -38% | 2% | -10%
O=c1cc(-c2ccccc2)[nH]n1-c1nc2ccccc2[nH]1 | -7% | -8% | -76* | -8% | -1.3 | 23% | -6% | -18%
COc1ccc(NC(=O)CN(C)C(=O)Cc2ccc3c(c2)CCC3)cc1 | 0% | ? | -10 | -4% | -3.4 | 15% | 10% | -9%
CCOc1ccc(N2C(=O)Nc3ccccc3C2(O)C(=O)NCc2ccccc2)cc1 (centres undefined) | 8% | -6% | 8 | -5% | -0.6 | -4% | -4% | 12%
NC(=O)CSc1nc2ccccc2n1-c1ccccc1 | 14% | -5% | nt | -5% | -2.9 | 6% | -5% | 5%
CSc1nnc(-c2nnc(SC)n2-c2ccccc2)n1-c1ccccc1 | 5% | -2% | 17 | 11% | 0.2 | nt | -5% | -3%
CCOC(=O)N1CCN(Cc2oc(CO)cc(=O)c2O)CC1 | 3% | 3% | -4 | -2% | -0.5 | -6% | 2% | 4%
Cn1c(CNc2nc3ccccc3n2C)nc2ccccc21 | 2% | -6% | -3 | 8% | -1.9 | 4% | 2% | -1%
O=C(CCCn1cnc([N+](=O)[O-])n1)Nc1ccc(Cl)c(Cl)c1 | 5% | ? | nt | 12% | -1.3 | 3% | -2% | 7%
CC(=O)c1ccc(NC(=O)C(C)NCc2ccc(Cl)cc2)cc1 (centres undefined) | 16% | 4% | -8 | 14% | 1.1 | -13% | 3% | -1%
Cc1nn(CCC#N)c2[nH]c(=O)cc(C(F)(F)F)c12 | -20% | -10% | -3 | 14% | 1.1 | 3% | 0%[57.1 µM] | 9%
O=C(CSc1nnc(-c2cccnc2)s1)Nc1ccnc2ccccc12 | -18% | -4% | 3 | 6% | -0.8 | nt | -11% | 3%
CCN=C1SC(C(=O)Nc2cccc(C(=O)O)c2)CC(=O)N1CC (centres undefined) | 3% | -2% | -5 | 9% | -1.9 | 16% | 5% | 1%

Bioassay records from PubChem.
